Source: PubChem (National Center for Advancing Translational Sciences (NCATS))
Epigenetic reg = Quantitative High-Throughput Screen for Regulators of Epigenetic Control. murine LDR cells, GFP reporter derepression, 30 h. Potency, µM (doses to about 53.9 µM), for inactives: top-dose GFP activation, usual class: activators. 280,000 tested, 0.2% active; further: % of control where 0% means no effect; nearly all actives have a fitted effect of over 60% in size
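In this reporter-derepression format, murine cells bearing a silenced integrated CMV-GFP locus incubate with test compound (30 h, 37 C), then are washed and imaged; fluorescent objects of 20–120 um count as induced cells.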
NPSR antagonist = qHTS Assay for Antagonists of the Neuropeptide S Receptor: cAMP Signal Transduction | 220,000 tested, 1% active | Q6W5P4 | CHO-NPSR cells, cAMP TR-FRET, antagonist mode | Potency, µM (highest dose often 38.3 µM), inactives show at the top dose activity change, negative = inhibition, most hits filed as inhibitors; further: on the % scale 0 is the no-effect control and ±100 the full control effect; nearly all actives have a fitted effect of over 50% in size; many of its hits are not listed in these tables
RECQ1 inh = qHTS Assay for Inhibitors of RecQ-Like Dna Helicase 1 (RECQ1). RECQ1 DNA unwinding, red fluorescence kinetic read. Potency, µM (series often up to 57.3 µM), for inactives: top-dose activity, negative = inhibition, hits mostly inhibitors. 240,000 tested, 0.54% active. AID 2549, 2010;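 further: plate controls were vehicle for no effect and no enzyme for full effect; nearly all actives have a fitted effect of over 30% in size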
Target sequence (P46063 whole entry, looked up): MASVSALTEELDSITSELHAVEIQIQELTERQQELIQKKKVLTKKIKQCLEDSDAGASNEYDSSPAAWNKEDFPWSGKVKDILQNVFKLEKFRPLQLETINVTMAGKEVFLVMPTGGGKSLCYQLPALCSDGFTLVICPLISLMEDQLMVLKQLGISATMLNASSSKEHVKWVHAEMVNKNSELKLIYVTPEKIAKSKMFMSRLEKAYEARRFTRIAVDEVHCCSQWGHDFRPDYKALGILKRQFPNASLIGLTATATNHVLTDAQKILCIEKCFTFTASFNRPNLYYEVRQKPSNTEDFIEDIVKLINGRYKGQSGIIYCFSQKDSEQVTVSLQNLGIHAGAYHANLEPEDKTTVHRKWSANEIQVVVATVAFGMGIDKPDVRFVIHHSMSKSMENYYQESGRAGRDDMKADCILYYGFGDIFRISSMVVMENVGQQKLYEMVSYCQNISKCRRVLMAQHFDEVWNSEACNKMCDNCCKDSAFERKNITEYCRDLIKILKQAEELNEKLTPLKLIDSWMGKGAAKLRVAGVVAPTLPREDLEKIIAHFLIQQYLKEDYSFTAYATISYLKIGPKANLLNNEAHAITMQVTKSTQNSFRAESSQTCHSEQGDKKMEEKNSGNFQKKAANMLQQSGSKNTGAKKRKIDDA
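RECQ1T1 50 nM; forked duplex (20 bp + 30-nt ss tails) 200 nM, ATP 2 mM final; pH 8.0, 2 mM MgCl2, 2.5 ug/ml poly(dI-dC); 15 min compound preincubation; discontinuous kinetic read over 2 h at RT.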
SMN2 splice enh = qHTS Assay for Enhancers of SMN2 Splice Variant Expression; HEK293 SMN2-luciferase splicing reporter, luminescence, 30-36 h; Potency, µM (top dose mostly 46.1 µM), without a hit: top-dose activity change, positive = activation, usual class: activators; 210,000 tested, 2.8% active; further: % of control where 0% means no effect; nearly all actives have a fitted effect of over 55% in size
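HEK293 cells carry an SMN2 minigene-luciferase reporter in which exon 7 inclusion puts luciferase in frame. Cells were seeded at 2000 cells/well, attached for 10-12 hours, then exposed to compounds for 30-36 hours at 37C before ONE-Glo luminescence.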
IMPase Li cell = qHTS Assay for Identifying the Cell-Membrane Permeable IMPase Inhibitors: Potentiation with Lithium; Potency, µM (highest dose often 59.4 µM), inactives show top-dose activity, negative = IMPase inhibition, usual class: inhibitors; CHO-M1 cells, IP1 TR-FRET (IP-One), carbachol + lithium; 210,000 tested, 0.35% active;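 further: IP1 builds up when IMPase is blocked and the TR-FRET signal falls; plate controls were basal vehicle for no effect and high inhibitor control for full effect; nearly all actives have a fitted effect of over 50% in size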
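Test compounds were applied to CHO-M1 cells previously cultured for 16–30 h at 2000 per well. A small lithium amount accompanied them; after 30 min at 37C, IP1 was quantified by TR-FRET.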
JMJD2E inh = qHTS Assay for Inhibitors of Human Jumonji Domain Containing 2E (JMJD2E) | 230,000 tested, 1.6% active | JMJD2E catalytic domain, FDH-coupled NADH fluorescence (FDH is formaldehyde dehydrogenase) | Lysine-specific demethylase 4E (Homo sapiens), B2RXH2 | Potency, µM (series often up to 57.1 µM), for the others: at the highest dose activity change, negative = inhibition, hits mostly inhibitors; active means well fitted inhibition curve with a large enough effect, not every such curve was filed as active; inconclusive means small, poorly fitted or top-dose-only effect, or another doubt; inactive means no such curve, though single readings can be large or run the other way;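 further: 0% = wells with enzyme and -100% = buffer wells without enzyme; nearly all actives have a fitted effect of over 50% in size; many of its hits are not listed in these tables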
KinaseGlo FLuc = Counterscreen for Luciferase (Kinase-Glo TM) Inhibition. Kinase-Glo luciferase, ATP luminescence, 8 min. 200,000 tested, 0.28% active. Potency, µM (top dose mostly 38.3 µM), for inactives: top-dose activity change, negative = inhibition, most hits filed as inhibitors. AID 1379, 2008. Luciferin 4-monooxygenase (Photuris pensylvanica), Q27757; further: on the % scale 0 is the no-effect control and ±100 the full control effect; nearly all actives have a fitted effect of over 60% in size
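Substrate mix (final 50 mM imidazole pH 7.2, 50 mM KCl, 7 mM MgCl2, 10 uM ATP, 0.01% Tween 20, 0.05% BSA) plus pin-tool compound, then Kinase-Glo detection mix; 8 min ambient, luminescence read.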
GoLoco inh red = qHTS Assay for Inhibitors of RGS12 GoLoco Motif Activity (Red Fluorophore); Potency, µM (doses to about 61.6 µM), for the others: at the highest dose activity, negative = inhibition, most hits filed as inhibitors; Gai1:RGS12 GoLoco peptide FP, rhodamine, 10 min; 230,000 tested, 0.44% active; Guanine nucleotide-binding protein G(i) subunit alpha-1 (Homo sapiens), P63096; active means well fitted inhibition curve with a large enough effect, not every such curve was filed as active; inactive means no such curve, though single readings can be large or run the other way; further: on the % scale 0 is the no-effect control and ±100 the full control effect; nearly all actives have a fitted effect of over 30% in size; many of its hits are not listed in these tables
Target sequence (P63096 whole entry, looked up): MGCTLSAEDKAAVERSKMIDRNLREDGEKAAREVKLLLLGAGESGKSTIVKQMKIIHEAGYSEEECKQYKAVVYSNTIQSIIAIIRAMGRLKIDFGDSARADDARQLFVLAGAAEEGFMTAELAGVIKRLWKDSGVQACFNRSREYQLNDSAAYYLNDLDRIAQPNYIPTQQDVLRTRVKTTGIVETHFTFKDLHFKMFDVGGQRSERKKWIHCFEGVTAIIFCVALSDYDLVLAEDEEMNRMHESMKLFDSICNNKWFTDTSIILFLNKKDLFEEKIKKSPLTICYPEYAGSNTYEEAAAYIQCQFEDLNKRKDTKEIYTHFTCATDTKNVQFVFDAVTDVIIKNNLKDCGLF
Numbers without * were called inactive; i = inactive; ? = inconclusive; · = no result given; & = joins results of further samples; [ ] = another dose, or the depositor's remark. Unless noted, the call rests on the fitted dose curve; in most records, active means well fitted curve in the direction sought with a large enough effect; inconclusive means small, poorly fitted or top-dose-only effect, or another doubt; inactive means no such curve, though single readings can be large; an effect the other way counts as inactive or inconclusive. Potency means the concentration at half of the fitted maximal effect. An excerpt; count on the stated rates, not on these rows.

SMILES	GoLoco inh red	RECQ1 inh	JMJD2E inh	KinaseGlo FLuc	SMN2 splice enh	NPSR antagonist	Epigenetic reg	IMPase Li cell
CCCCCC(=O)NN=C1CCN(Cc2ccccc2)CC1	-2%	-6%	7%	-2%	-1%	5%	-1.0%	0%
O=C(O)CSc1nnc(-c2ccccc2Br)n1-c1cccc(C(F)(F)F)c1	-4%	-17%	-8%	4%	5%	12%	-1.4%	-3%
COc1ccc(C(=S)N2CCNCC2)cc1	1%	-13%	8%	-4%	-2%	3%[46.1 µM]	6.6%	25%[38.3 µM]
CC(=O)c1ccc(NC(=S)NCc2cccnc2)cc1	11%	i	3%	4%	24%	13%	-0.1%	0%
Cc1cc(S(=O)(=O)NC(C)C)ccc1OCC(=O)NCc1ccccc1	-12%	-4%	?	1%	·	11%	-5.8%	-4%
Cc1cc(NC(=O)c2ccccc2)ncc1NC(=O)c1cccs1	4%	-3%	-4%	11µM*	11µM*	-12%	14%	-18%
CC1(C)CC(C(N)=S)CCO1 (stereo unspecified)	8%	-15%	-2%	·	·	-17%	-1.8%	·
COc1cc(OC)c(OC)cc1CNc1cc(C)ccc1OC	-14%	-6%	-22%	3%	-14%	-6%[46.1 µM]	-1.6%	2%[38.3 µM]
O=C(CSc1nnc(-c2cccs2)o1)c1cccs1	-6%	27%	-7%	-5%	-2%	?	7.2%	-16%[38.3 µM]
CCC(C)NS(=O)(=O)c1ccc(N)cc1 (stereo unspecified)	2%	3%	14%	-1%	26%	4%	-0.4%	8%
CC1(C)C(=O)Nc2ccccc2N1C(=O)Cn1ncc(Cl)c(Cl)c1=O	33%	-19%	8%	·	·	?	2.0%	·
CSc1n[nH]c(NC(C)=O)n1	-3%	2%	10%	0%	-11%	0%[46.1 µM]	0.0%	6%[38.3 µM]
C(=N\N(c1ccccc1)c1ccccc1)/c1ccc(N2CCOCC2)s1	63%[activator]	-1%	-10%	-3%	-36%	-21%	0.0%	-1%
Cc1ccc(S(=O)(=O)N(C)c2cc(S(N)(=O)=O)c(C)cc2C)cc1	4%	0%	1%	-1%	8%	-6%	0.0%	13%
Cc1ccc2nc3sc(-c4nnc(-c5ccccc5[N+](=O)[O-])o4)c(N)c3cc2c1	7%	0%	9%	-2%	-2%	0%[46.1 µM]	-6.1%	6%

SMILES	GoLoco inh red	RECQ1 inh	JMJD2E inh	KinaseGlo FLuc	SMN2 splice enh	NPSR antagonist	Epigenetic reg	IMPase Li cell
CS(=O)(=O)Cc1cc(Sc2ccccc2)nc(-c2ccncc2)n1	11%	-6%	5%	1%	13%	-20%	-1.1%	2%
COc1ccc(-c2nc3c(c4c2C[C@H](c2ccccc2)OC4)CN(S(=O)(=O)c2ccc4c(c2)OCCN4C)CC3)c(C)c1	5%[14.2 µM]	i[11.5 µM]	-4%[11.4 µM]	-6%[7.66 µM]	-2%[9.22 µM]	·	·	11%
CCCN1CCN(C(=O)Nc2ccc(C(=O)OCC)cc2)CC1	5%	i	-4%	3%	-13%	-5%[46.1 µM]	0.2%	2%[38.3 µM]
C=CCNC(=O)c1ccccc1NC(=O)c1ccccc1	11%	-3%	1%	3%	-8%	-10%[46.1 µM]	-1.3%	-9%[38.3 µM]
O=[N+]([O-])c1cc(S(=O)(=O)NCCN2CCOCC2)ccc1Sc1nnnn1-c1ccccc1	-1%	-13%	6%	-1%	-7%	-11%	-1.3%	18%
Cc1ccc(S(=O)(=O)c2n[nH]n3c2nc(=O)c2ccccc23)cc1	20%	19%	?	-2%	-5%	-11%[46.1 µM]	-0.3%	1%[38.3 µM]
Cc1[nH]nc2c1C1(CCC(c3ccccc3)CC1)C(C#N)=C(N)O2 (stereo unspecified)	9%	0%	9%	4%	6%	-20%[46.1 µM]	-1.1%	22%[38.3 µM]
O=C(O)c1ccc2c(c1)C(=O)N(Cc1ccccc1)C2=O	2%	7%	2%	0%	-12%	2%[46.1 µM]	0.0%	15%[38.3 µM]
CC1=NOC(=O)/C1=C\c1ccc(-c2ccc(Cl)c(C(=O)O)c2)o1	-9%	-13%	?	-5%	-2%	-6%	-4.2%	-2%
COn1c(SC2CCCCC2)nc2ccccc2c1=O	1%	-6%	-4%	-4%	1%	-29%[46.1 µM]	0.7%	-1%[38.3 µM]
O=C(C1=C(O)C(=O)N(c2ccccc2)C1c1ccc([N+](=O)[O-])cc1)c1cccs1 (stereo unspecified)	5%	0%	-6%	0%	-4%	-39%	2.3%	4%
COc1cccc(NC(=O)COC(=O)c2cccnc2)c1	15%	-2%	4%	-1%	-5%	-5%[46.1 µM]	1.9%	3%[38.3 µM]
COC(=O)N[C@H](CC(C)=O)c1ccccc1	1%	i	0%	1%	-4%	16%	-1.3%	-4%
COc1ccc2nc3cc(Cl)ccc3c(Nc3ccc(O)c(CN4CCN(C)CC4)c3)c2c1	3%[14.2 µM]	·	·	-7%[7.66 µM]	5%[9.22 µM]	·	·	29%
Cc1cc(=O)[nH]c(SCC(=O)NCC2CCCCC2)c1C#N	5%	-3%	17%	0%	4%	-8%	-0.3%	1%

SMILES	GoLoco inh red	RECQ1 inh	JMJD2E inh	KinaseGlo FLuc	SMN2 splice enh	NPSR antagonist	Epigenetic reg	IMPase Li cell
Cc1nc2cc(NC(=O)N3c4ccccc4CC3C)ccc2o1 (stereo unspecified)	9%	0%	-16%	-3%	11µM*	-7%[46.1 µM]	2.2%	0%[38.3 µM]
CC(C)(CO)CNC(=O)CCc1nnc(C2(c3ccc(Cl)cc3)CCC2)o1	-8%	0%	-6%	-2%	·	17%	1.1%	5%
Cn1c(Cc2ccccc2)nnc1SCc1cc(=O)n2ccsc2n1	2%	-14%	1%	-1%	8%	12%	1.3%	3%
CC(C)N=C1SCC(C)(/C=N/O)S1 (stereo unspecified)	-8%	16%	-10%	-1%	-8%	?	0.0%	-17%[38.3 µM]
CC(C)Cn1cnc2c(=O)oc3ccccc3c21	3%	-11%	-2%	-2%	-3%	-8%[46.1 µM]	-2.6%	22%[38.3 µM]
Cc1ccc(OCCSc2ncccn2)c(C)c1	-23%	15%	-32%	-7%	3.2µM*	-13%	9.7%	-4%
Cc1sc2nc(CN3CCOCC3)nc(N3CCOCC3)c2c1C	0%	-13%	?	-1%	6%	-4%[46.1 µM]	0.1%	0%[38.3 µM]
O=C(CSc1nnc(-c2ccc(S(=O)(=O)N3CCCC3)cc2)o1)NCc1ccccc1	22%	-3%	-8%	0%	5%	-20%[46.1 µM]	-1.0%	-6%
CC(NC(=O)Cn1nc(C(=O)O)c2ccccc2c1=O)C12CC3CC(CC(C3)C1)C2 (stereo unspecified)	-4%	-4%	7%	5%	5%	-47%	-1.0%	6%
Cc1nc(Nc2c(Cl)cccc2Cl)sc1C(=O)Nc1ccccc1	3%	-4%	-4%	5%	-3%	-17%	-1.0%	5%
CCN(CC)CCNC(=O)c1ccc(NC(=O)c2cccc(S(=O)(=O)Nc3ccc(C)cc3)c2)cc1	7%	0%	0%	5%	-4%	-25%	-0.1%	22%
CN1CCN(C(=O)Nc2cccc(-c3ccccc3)c2)CC1	-4%	i	?	·	·	-8%	0.1%	·
CCOC(=O)CSc1nc2cc(OCC)ccc2cc1C#N	75%[activator]	-2%	?	-2%	22µM*	-1%[46.1 µM]	?	?
O=C(CNC(=O)c1ccc(-c2ccccc2)cc1)OCc1ccc(Br)cc1	0%	0%	0%	8%	3.5µM*	27%	-1.0%	-6%
COc1cc(-n2nnnc2SC)c(OC)cc1Cl	-2%	i	5%	0%	13%	3%	0.0%	3%

SMILES	GoLoco inh red	RECQ1 inh	JMJD2E inh	KinaseGlo FLuc	SMN2 splice enh	NPSR antagonist	Epigenetic reg	IMPase Li cell
C=CCCC(=O)Nc1ccc(Br)cn1	1%	i	-5%	-4%	17%	4%	1.1%	-3%
CCc1ccc(-c2nc(SCC(=O)N3CCOCC3)n[nH]2)cc1	2%	-3%	0%	·	·	3%	-0.2%	-5%
CCN(CC)c1ccc(NC(=O)c2cc3ccccc3o2)c(C)c1	-34%	-10%	-1%	1%	-20%	-19%[46.1 µM]	0.8%	-3%[38.3 µM]
Cn1c(SCCCC(=O)c2ccc(Br)cc2)nnc1-c1ccncc1	-5%	i	-2%	-4%	-14%	-8%[46.1 µM]	-0.6%	27%[38.3 µM]
O=C(COc1ncnc2ccccc12)NCCC1=CCCCC1	7%	0%	1%	-3%	-5%	-4%[46.1 µM]	-1.1%	4%[38.3 µM]
COc1ccc(C2=NO[C@@H]3C(=O)N(c4ccc5c(c4)OCCO5)C(=O)[C@H]23)cc1OC	-1%	7%	-1%	2%	-4%	-16%[46.1 µM]	1.1%	3%[38.3 µM]
CN(C)C(CNC(=O)c1ccc(S(=O)(=O)NCc2ccco2)cc1)c1ccccc1 (stereo unspecified)	17%	-4%	-2%	-1%	21%	10%	-0.9%	19%
Cc1ccc(-c2nc3ncccn3c2Nc2ccc3c(c2)OCCO3)cc1	2%	-3%	12%	16%	-1%&2%	-16%[46.1 µM]	6.0%&0.8%	22%[38.3 µM]
Cc1cccc(NC(=O)c2nc[nH]c2C(=O)N[C@@H](Cc2ccccc2)C(=O)OC(C)(C)C)c1	2%	-18%	-14%	·	·	?	6.2%	·
CCOCCCNC(=O)C(c1ccc(OC)cc1)N(Cc1ccc2c(c1)OCO2)C(=O)c1ccccc1O (stereo unspecified)	-6%	-13%	6%	·	5%	-31%	2.3%&1.4%	6%
CCNC(=S)N1CCNC(=O)C1CC(=O)OC (stereo unspecified)	-13%	-2%	-10%	-2%	0%	22%	0.0%	1%
Cc1occc1C(=O)NNC(=O)Nc1ccc(Cl)c(Cl)c1	5%	-10%	5%	0%	-25%	3%	1.0%	-10%
COc1cccc(-n2c(SC)nnc2-c2c[nH]c3ccccc23)c1	5%	?	4%	0%	-9%	?	0.0%	15%[38.3 µM]
